From PubChem BioAssay
LEDGF integ inh: blocks HIV-1 LEDGF/p75-dependent DNA integration. hit rate 0.64% among 370,000. TR-FRET IN-LEDGF/p75 DNA integration, Eu/Cy5. inhibition, % at 3.7 µM;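 active = inhibition above the screen-wide mean plus 3 SD, cut at about 13% in these data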;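 also: signal is the Cy5 over europium emission ratio at 671 and 618 nm; 0% = plate median of compound wells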
ABHD4 inh: ABHD4 (mouse) inhibition, primary FP screen | Q8VD66 | purified mABHD4, FP-Rh probe fluorescence polarization | AID 720543 | inhibition, % at 8.92 µM | hit rate 0.54% among 370,000;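 active = inhibition exceeding the mean over every tested compound plus 3 SD, cut at about 30% in these data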;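 also: 0% = plate median of compound wells and 100% = S159A mutant with DMSO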
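System: mouse ABHD4 enzyme, wild type / Medium: HEPES pH 7.0, NaCl, Pluronic buffer / Reagent: FP-Rh activity-based fluorescent probe / Control set: S159A mutant high control, sample median low control / Detection: fluorescence polarization with parallel and perpendicular emission, 525/598 nm / Schedule: 45 min + 60 min at 25 °C / Compound dosing: 8.92 µM, single dose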
TCR CD3 inh: inhibitors of human TCR-CD3 interaction | TAMRA-labeled TCR probe fluorescence, biochemical | inhibition, % at 9.4 µM | hit rate 0.37% among 360,000 | AID 651800; in the data active = inhibition above about 19%;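 also: recombinant mutant TCR 2C K166C tagged with TAMRA read by polarization; 0% = receptor in buffer alone and 100% = receptor with positive control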
SIAE inh: blocks human sialic acid acetylesterase; Q9HAT2; SIAE FP-Rh probe binding, fluorescence polarization; inhibition, % at 9.66 µM; hit rate 0.69% among 370,000; AID 1053197;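 active = inhibition above a cutoff: mean of compounds within the control limits plus 3 SD of those, cut at about 17% in these data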;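 also: 0% = plate median of compound wells and 100% = probe without SIAE protein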
Target sequence (Q9HAT2 whole entry, looked up): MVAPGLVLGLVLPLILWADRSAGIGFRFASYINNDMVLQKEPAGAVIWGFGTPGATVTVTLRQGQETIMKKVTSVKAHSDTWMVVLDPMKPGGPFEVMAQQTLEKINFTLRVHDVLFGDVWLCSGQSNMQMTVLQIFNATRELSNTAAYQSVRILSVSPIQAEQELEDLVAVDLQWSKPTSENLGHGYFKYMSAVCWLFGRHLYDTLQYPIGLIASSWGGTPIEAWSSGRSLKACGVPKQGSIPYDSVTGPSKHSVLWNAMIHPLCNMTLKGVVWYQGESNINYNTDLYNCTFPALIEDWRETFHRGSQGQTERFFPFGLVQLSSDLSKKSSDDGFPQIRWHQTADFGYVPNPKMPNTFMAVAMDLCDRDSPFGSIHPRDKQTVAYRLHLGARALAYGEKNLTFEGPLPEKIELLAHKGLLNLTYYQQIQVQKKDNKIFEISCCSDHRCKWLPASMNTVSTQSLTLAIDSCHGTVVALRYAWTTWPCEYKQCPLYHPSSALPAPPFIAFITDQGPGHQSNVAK
MBD2 DNA inh: blocks human MBD2 binding to methylated DNA; TR-FRET, MBD2 binding to methylated oligonucleotide; inhibition, % at 4.4 µM; hit rate 0.31% among 370,000; AID 686964; in the data active = inhibition above about 13%
HTRA1 inh: blocks human HTRA1 serine peptidase. Q92743. recombinant HTRA1, FP-rhodamine activity-based probe, fluorescence polarization. inhibition, % at 5.96 µM. hit rate 0.5% among 340,000; in the data active = inhibition above about 36%;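 also: 0% = enzyme with DMSO and 100% = wells lacking enzyme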
PRMT1 inh: inhibitors of human PRMT1 | hit rate 1.3% among 370,000 | AID 652257 | inhibition, % at 2.79 µM | recombinant PRMT1, activity-based probe fluorescence polarization | Q99873;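 active = inhibition above about 21% made by adding two undisclosed values, limit read from the data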
Target sequence (Q99873 whole entry, looked up): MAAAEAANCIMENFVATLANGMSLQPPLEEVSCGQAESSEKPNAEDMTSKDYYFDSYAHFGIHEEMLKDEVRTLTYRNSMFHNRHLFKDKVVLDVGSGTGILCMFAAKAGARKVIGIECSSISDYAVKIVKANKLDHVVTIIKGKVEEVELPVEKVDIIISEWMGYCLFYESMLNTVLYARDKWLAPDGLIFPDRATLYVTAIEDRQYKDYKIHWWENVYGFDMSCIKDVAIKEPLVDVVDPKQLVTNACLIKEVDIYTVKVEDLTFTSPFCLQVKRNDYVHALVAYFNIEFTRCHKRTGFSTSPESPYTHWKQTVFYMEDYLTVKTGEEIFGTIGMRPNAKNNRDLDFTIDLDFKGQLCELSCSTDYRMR
rCAG RNA binder: molecules binding r(CAG) RNA repeats; hit rate 1.3% among 370,000; AID 651821; r(CAG) RNA repeat, TO-PRO-1 dye displacement fluorescence; inhibition, % at 3 µM;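 active = inhibition above the plate cutoff, the mean of all test compounds on that plate plus 3 SD, cut at about 35% in these data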;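 also: 0% = DMSO alone and 100% = 100 µM mitoxantrone as full dye displacement; higher means more dye released from RNA so lower well fluorescence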
TDP2 absorb: TDP2 (human) inhibition, absorbance primary screen; recombinant TDP2, T5PNP hydrolysis, p-nitrophenol absorbance 415 nm; AID 720702; inhibition, % at 12.8 µM; hit rate 0.34% among 370,000;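 active = inhibition above the mean of all tested compounds plus 3 SD, set per campaign, cut at about 25% in these data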;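 also: 0% = DMSO with enzyme and 100% = buffer with substrate but no TDP2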
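Assay system: recombinant human TDP2 / Reagent: T5PNP substrate at 5 mM, a TopII-DNA adduct mimic / Measured by: epi absorbance from released p-nitrophenol / Evaluation: % inhibition relative to enzyme-containing and enzyme-free wells / Control set: enzyme-free and DMSO wells / Replicates: each compound tested once, singlicate / Schedule: enzyme reaction with compound for 2 h at 37 °C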
NPR2 activator: GC-B (human) receptor activation. P20594. HEK293-GC-B cells, CNP EC30, cGMP TR-FRET; 0% at EC30 CNP, 100% saturating CNP. activation, % at 10 µM. hit rate 0.11% among 370,000. AID 1920062;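 active = activation at 10 µM reaching about 35% in either raw or pattern-adjusted values, limit read from the data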
* marks the source's active call; other numbers are inactive results; x = no result given.

SMILES	LEDGF integ inh	ABHD4 inh	TCR CD3 inh	SIAE inh	MBD2 DNA inh	HTRA1 inh	PRMT1 inh	rCAG RNA binder	TDP2 absorb	NPR2 activator
C/C(=C\c1cc(C(=O)O)c(C)o1)CO	0	4	0	1	4	5	2	-1	8	6
COc1c(NC(C)=O)c2c(c([N+](=O)[O-])c1OC)C(=O)OC2	8	-3	9	-6	-1	2	0	2	-6	-4
CN(C)c1ccc(/C=N/Nc2nncc3ccccc23)cc1	-10	-1	-2	1	0	10	6	4	-13	-8
Cc1ccc(N/C=C(\C2OC(=O)c3ccccc32)[N+](=O)[O-])c(C)c1 (centres undefined)	0	-2	2	1	2	x	11	2	1	-1
CCC1(CC)C(=O)C2=C3C1[C@H](C(=O)OC)CC(C(=O)OC)C[C@H]3n1c(=O)n(C)c(=O)n1[C@H]2C (some centres undefined)	3	1	0	2	1	3	3	0	-3	0
CC1CCN(c2nc3c(c(=O)n(C)c(=O)n3C)n2Cc2ccccc2)CC1	2	3	5	2	-4	2	-1	-8	-3	-8
Cc1ccc(CNC(=O)c2ccccc2SCC(=O)NCC2CCCCC2)cc1	2	1	6	3	-3	-1	0	-3	-5	7
CNC(=O)COC(=O)c1ccc(OCC(=O)Nc2ccccc2OC)c(OC)c1	-1	2	7	-6	6	-1	0	-2	6	1
Cc1ccc(C)c(N2CCN(S(=O)(=O)c3ccc4[nH]c(=O)ccc4c3)CC2)c1	6	-12	-3	-8	5	6	7	13	-7	7
CN(C)S(=O)(=O)N1CCN(c2cc(Cl)ccc2Cl)CC1	2	-13	-4	-5	7	2	5	-5	-10	0
COc1ccc(CCNC(=O)c2cccc([N+](=O)[O-])c2)cc1OC	-2	-4	7	2	1	11	-5	-6	3	15
COc1ccc(-c2cc(-c3ccc(OC)cc3)c(C#N)c(SC)n2)cc1	0	-2	-7	-6	2	-5	2	1	7	-4
CCCCN1C(=O)C(O)(CC(=O)c2ccccn2)c2ccccc21 (centres undefined)	8	0	1	7	2	2	4	3	-3	-5
CN1CCN(C(=O)/C(=C/c2cn(S(=O)(=O)N(C)C)c3ccccc23)NC(=O)c2ccccc2F)CC1	-7	-3	3	1	3	2	0	-6	0	-2
CCCc1cc(CCC)n2nc(N)nc2n1	-1	-1	5	-8	-2	8	2	0	-6	6
COc1ccc(Cl)c2sc(N(Cc3cccnc3)C(C)=O)nc12	-2	5	-1	-7	-1	1	0	-2	3	-2
COc1cc(OC)cc(C(=O)Nc2ccc(S(=O)(=O)Nc3nc(C)cc(C)n3)cc2)c1	1	-7	2	1	6	-12	-1	13	15	-7
CCc1nc2ccc(C(=O)NCCN3CCOCC3)cn2c1N(CCC(C)C)CCN(C)C	3	0	0	7	-5	x	-6	-2	2	-3
CC1CCCCN1C(=O)CCS(=O)(=O)c1cccc2nonc12 (centres undefined)	-7	4	0	-1	-2	-1	8	-4	-8	0
CCOC(=O)CC(=O)CSc1ccc2nnc(-c3ccc(C)cc3)n2n1	3	11	-6	-6	-1	-2	6	11	0	4
CCOC(=O)N1CCC(NC(=O)CC2C(=O)NCCN2Cc2ccc(C)cc2)CC1 (centres undefined)	2	2	9	0	-7	-3	-1	-3	8	-4
CCCc1nc2oc3c(OC)ncnc3c2c2c1COC(C)(C)C2	1	-2	-9	-7	-1	0	3	-2	-1	0
CCCc1cc(=O)[nH]c(SCC(=O)Nc2ncc(S(=O)(=O)c3ccc([N+](=O)[O-])cc3)s2)n1	-1	-1	0	0	-6	-3	-2	29	-19	-2
CC12CCC(=O)N1C(C(=O)OCC(=O)Nc1sccc1C#N)CS2 (centres undefined)	1	9	11	4	-5	0	9	6	12	4
Cc1cccc(-c2noc(-c3ccc(F)cc3)n2)c1	1	3	3	-2	-5	1	0	2	10	-7
Cn1c(SCC(=O)N2CCCC2=O)nc2ccccc21	1	0	7	5	0	9	-2	1	-7	-7
CN(C(=O)Cc1noc2ccccc12)c1ccccc1	-1	5	5	6	-5	3	2	-1	10	1
CC(=O)N1Cc2ccccc2CC1C(=O)NCc1ccccc1F (centres undefined)	6	-1	3	4	1	5	-1	7	-4	0
O=C1CCCC2=C1C1(CCCC1)N=C(Nc1nc3cc(-c4ccccc4)ccc3o1)N2	3	8	-8	0	1	x	-4	16	-4	-8
COc1ccc(C(=O)NCC(=O)OCC(=O)N2CC(C)OC(C)C2)cc1OC (centres undefined)	1	1	6	-2	-7	-3	2	4	6	1
COc1ccccc1NC(=S)OC1CCC12CCC(c1ccccc1)CC2 (centres undefined)	-6	-13	x	-9	-2	x	2	3	-1	0
COc1ccc(C(=O)Oc2cccnc2)cc1	-3	1	9	4	-4	15	-2	-2	-6	3
CN1C(c2ccc(F)cc2)=CS/C1=C(/C#N)c1nnc(N2CCOCC2)n1-c1ccccc1	3	1	1	5	-6	2	2	-2	-6	4
CCOC(=O)c1sc2nc(CC(=O)OC)nc(N3CCN(c4ccccn4)CC3)c2c1C	-2	-13	3	-3	2	-18	1	-2	-4	4
OCCN(Cc1ccccc1)CC1CCCCC1	-1	4	10	2	5	9	-1	-2	-1	-3
CCOC(=O)C1=C(CN2CCc3ccccc32)NC(=O)NC1c1cc(C)ccc1C (centres undefined)	2	-5	5	-2	-1	-12	-2	-1	-9	-5

3 entries from above, arranged by the value under SIAE inh, lowest first:
compound,LEDGF integ inh,ABHD4 inh,TCR CD3 inh,SIAE inh,MBD2 DNA inh,HTRA1 inh,PRMT1 inh,TDP2 absorb,NPR2 activator
CCOC(=O)C1=C(CN2CCc3ccccc32)NC(=O)NC1c1cc(C)ccc1C (centres undefined),2,-5,5,-2,-1,-12,-2,-9,-5
O=C1CCCC2=C1C1(CCCC1)N=C(Nc1nc3cc(-c4ccccc4)ccc3o1)N2,3,8,-8,0,1,x,-4,-4,-8
CC(=O)N1Cc2ccccc2CC1C(=O)NCc1ccccc1F (centres undefined),6,-1,3,4,1,5,-1,-4,0

Remaining list, next part.
SMILES	LEDGF integ inh	ABHD4 inh	TCR CD3 inh	SIAE inh	MBD2 DNA inh	HTRA1 inh	PRMT1 inh	rCAG RNA binder	TDP2 absorb	NPR2 activator
O=[n+]1cc(-c2ccccc2)n([O-])c2c1CCCCC2	-2	11	2	-1	-4	4	-1	-7	-2	-1
C/C(=N\NC(=O)c1ccc(F)cc1)c1cccc(NC(=O)c2ccco2)c1	0	2	0	2	1	7	3	0	-1	-9
Cc1cc(-c2nnc(SCC(=O)Nc3ccccc3Cl)n2C)no1	2	3	3	16	-5	2	-1	-1	4	2
CC1=C(C(=O)OC(C)C)C(c2ccc(C)o2)C(C(=O)OC(C)C)=C(C)N1	5	-8	-3	0	0	4	1	-11	-7	-14
Cc1cc(Cl)cc(Cl)c1OCCCCN(C)C	3	16	5	-1	4	1	2	2	17	-4
CC(=O)Nc1ccc(-c2csc(NCc3ccco3)n2)cc1	-2	-2	-1	2	0	-4	-2	6	2	-3
CCOc1ccccc1CN(CCc1ccc2c(c1)OCO2)Cc1ccccn1	6	15	6	3	4	0	-1	-3	6	-8
O=C(OC12CCCN(C1)/C(=C/c1ccccc1)C2)c1cccc(F)c1 (centres undefined)	3	0	x	6	-4	x	-6	-1	3	-17
Cc1ccc([C@@H]2CC(=O)[C@@H]3CN(S(=O)(=O)c4ccc(C)cc4)[C@H](c4ccccc4)C[C@@H]3N2S(=O)(=O)c2ccc(Cl)cc2)cc1	-2	-1	2	-19	-3	-21	0	10	-10	2
Cc1cccc(Oc2ncnc(N)c2[N+](=O)[O-])c1	3	8	3	5	-5	-5	-2	3	0	1
O=C(CSc1cn[nH]n1)Nc1cccc(C(F)(F)F)c1	-1	-3	6	4	0	-3	2	2	-2	2
CC(C)OCCCNC(=O)c1ccc(CS(=O)(=O)Cc2ccccc2F)o1	0	1	1	4	-2	3	2	-2	-10	2
COc1cc(C(=O)OC(C)C(=O)N2CCc3ccccc3C2)ccc1OCC(=O)N1CCOCC1 (centres undefined)	-2	6	-9	-1	-4	-3	3	-8	-3	4
CCN(CC)S(=O)(=O)c1ccc(Cl)c(NC(=O)c2ccncc2)c1	-1	0	3	-1	-1	-5	0	-3	-6	5
O=S(=O)(c1ccc2nc(Cc3ccccc3)[nH]c2c1)N1CCOCC1	3	1	-5	5	5	5	-2	5	-12	4
O=C(NCc1ccccc1)c1ccc(COCC(F)(F)F)o1	7	-7	-10	-2	3	8	-1	3	-8	x
O=C(COC(=O)/C=C/c1ccccc1Cl)NC(=O)NCc1ccccc1	-8	-7	-6	-5	0	15	2	3	-4	-1
COc1ccc(C=NNC(=O)c2ccccc2OCc2ccc(F)cc2)c(OC)c1	7	4	4	1	0	0	-1	2	0	-1
CCC(C)C(NS(=O)(=O)c1ccc(C)cc1)C(=O)O (centres undefined)	-3	-1	-2	-4	3	0	3	-4	-3	-2
COc1ccc(NC(=O)CSc2nc3c([nH]c4ccccc43)c(=O)n2C)cc1	6	7	1	9	1	-8	-2	4	10	-3
O=C1CCCC2=C1C1(O)C(=O)c3ccccc3C1(O)O2 (centres undefined)	2	1	3	7	-8	8	0	2	53*	1
COc1ccc(C(=O)COC(=O)c2cccnc2SC)cc1	2	1	5	-3	1	5	-6	-3	13	2

By substructure, the compounds so far with a furan ring, fused or not
SMILES	LEDGF integ inh	ABHD4 inh	TCR CD3 inh	SIAE inh	MBD2 DNA inh	HTRA1 inh	PRMT1 inh	rCAG RNA binder	TDP2 absorb	NPR2 activator
C/C(=C\c1cc(C(=O)O)c(C)o1)CO	0	4	0	1	4	5	2	-1	8	6
CCCc1nc2oc3c(OC)ncnc3c2c2c1COC(C)(C)C2	1	-2	-9	-7	-1	0	3	-2	-1	0
C/C(=N\NC(=O)c1ccc(F)cc1)c1cccc(NC(=O)c2ccco2)c1	0	2	0	2	1	7	3	0	-1	-9
CC1=C(C(=O)OC(C)C)C(c2ccc(C)o2)C(C(=O)OC(C)C)=C(C)N1	5	-8	-3	0	0	4	1	-11	-7	-14
CC(=O)Nc1ccc(-c2csc(NCc3ccco3)n2)cc1	-2	-2	-1	2	0	-4	-2	6	2	-3
CC(C)OCCCNC(=O)c1ccc(CS(=O)(=O)Cc2ccccc2F)o1	0	1	1	4	-2	3	2	-2	-10	2
O=C(NCc1ccccc1)c1ccc(COCC(F)(F)F)o1	7	-7	-10	-2	3	8	-1	3	-8	x

Only part of the results is shown; count on the stated rates, not on these rows.
